MOR-DOR ag: agonists of OPRM1-OPRD1 heterodimerization, primary screen, cell-based, luminescence; Mu-type opioid receptor (Homo sapiens) + Delta-type opioid receptor (Homo sapiens), …; activation, % at 9.3 µM; cells; 340,000 compounds, 0.3% hits; in the data active = activation above about 18%;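 note: 0% = vehicle-treated cells and 100% = reference agonist; values of inactives mirror those of a sister screen read the other way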
Target sequence (P35372 whole entry, looked up): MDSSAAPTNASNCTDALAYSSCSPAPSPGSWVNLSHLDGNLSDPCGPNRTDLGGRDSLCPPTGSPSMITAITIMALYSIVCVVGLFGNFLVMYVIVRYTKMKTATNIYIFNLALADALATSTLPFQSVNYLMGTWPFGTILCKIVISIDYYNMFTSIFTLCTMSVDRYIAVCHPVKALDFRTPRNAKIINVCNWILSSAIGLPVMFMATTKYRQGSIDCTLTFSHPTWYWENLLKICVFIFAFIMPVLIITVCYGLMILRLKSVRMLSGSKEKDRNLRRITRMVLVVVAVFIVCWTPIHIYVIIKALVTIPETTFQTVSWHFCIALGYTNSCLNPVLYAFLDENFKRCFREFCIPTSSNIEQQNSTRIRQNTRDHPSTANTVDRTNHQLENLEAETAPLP
Target sequence (P41143 whole entry, looked up): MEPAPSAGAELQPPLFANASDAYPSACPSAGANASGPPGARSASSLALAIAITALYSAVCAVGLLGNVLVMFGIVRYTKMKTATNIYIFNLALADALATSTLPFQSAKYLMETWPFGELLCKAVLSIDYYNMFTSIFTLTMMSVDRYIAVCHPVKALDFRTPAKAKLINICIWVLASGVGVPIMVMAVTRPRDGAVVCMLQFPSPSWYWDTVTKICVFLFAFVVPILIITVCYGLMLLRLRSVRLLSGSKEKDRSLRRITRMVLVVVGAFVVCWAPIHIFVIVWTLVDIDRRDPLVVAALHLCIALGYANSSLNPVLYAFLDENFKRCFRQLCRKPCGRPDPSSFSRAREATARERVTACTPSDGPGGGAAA
AddAB inh: growth inhibition of E. coli expressing H. pylori AddAB, primary screen, AddAB inhibitor project, absorbance; inhibition, % at 11.9 µM; 330,000 compounds, 0.29% hits; AID 435030, 2010; in the data active = inhibition above about 12%;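 note: 0% = vehicle wells of infected cells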
Tat export inh: E. coli Tat export inhibitors, primary screen, MC4100, TorA-mCherry reporter, fluorescence, single point | inhibition, % at 10 µM | 340,000 compounds, 0.036% hits;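 active = mean replicate inhibition at least 50% and at least half of replicates individually reaching 50%; inconclusive = only one of the two criteria met; inactive = neither criterion met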;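 note: exported cargo escapes ClpAP degradation while cytoplasmic cargo is degraded and loses fluorescence; 0% = median of neutral control wells and 100% = median of NaSCN control wells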
OPRM1-OPRD1 inv: inverse agonists of MOR-DOR heterodimerization, primary screen, cell-based, luminescence; Mu-type opioid receptor (Homo sapiens) + Delta-type opioid receptor (Homo sapiens), …; cell-based MOR-DOR heterodimer luminescence, inverse agonism; inhibition, % at 9.3 µM; 340,000 compounds, 0.21% hits; AID 504357, 2011; in the data active = inhibition above about 22%, passing the limit was not always enough;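 note: 0% = cells with DMSO and 100% = wells without cells with DMSO; values of inactives mirror those of a sister screen read the other way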
HTR5A inv ag: HTR5A inverse agonists in luminescence cell assay, primary screen, counter-screen for OPRM1-OPRD1 heterodimer inverse agonist project, full-deck HTS; AID 504634, 2011; inhibition, % at 9.3 µM; 340,000 compounds, 0.083% hits; HTR5A cell line, inverse agonism; in the data active = inhibition mostly above about 23%, no sharp cut-off; inactive = mostly below about 18%;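 note: 0% = cells with DMSO and 100% = no-cell wells with DMSO; some compounds called inactive have numbers as strong as hits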
Target sequence (P47898 whole entry, looked up): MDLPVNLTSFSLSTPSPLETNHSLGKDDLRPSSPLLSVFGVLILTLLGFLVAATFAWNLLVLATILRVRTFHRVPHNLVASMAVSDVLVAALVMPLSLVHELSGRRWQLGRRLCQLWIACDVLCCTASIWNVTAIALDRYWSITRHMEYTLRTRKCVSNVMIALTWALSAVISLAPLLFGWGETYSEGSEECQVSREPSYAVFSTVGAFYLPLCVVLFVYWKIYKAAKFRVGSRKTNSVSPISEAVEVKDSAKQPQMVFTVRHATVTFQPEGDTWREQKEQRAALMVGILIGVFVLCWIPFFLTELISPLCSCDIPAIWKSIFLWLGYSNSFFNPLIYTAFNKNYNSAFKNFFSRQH
PfHsp90 set2: growth inhibition of PfHsp90-expressing yeast, primary screen, antimalarial PfHsp90 inhibitor project, S. cerevisiae, BacTiter-Glo luminescence, single point, set 2. 310,000 compounds, 0.32% hits. inhibition, % at 9.4 µM. BacTiter-Glo ATP, 48 h; yeast lacking PDR1 and PDR3 efflux regulators;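 active = every replicate shows inhibition above about 80%, whatever the replicate mean, limit read from the data; inconclusive = mean inhibition reaches the set limit but some replicate falls short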;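 note: 0% = DMSO neutral controls and 100% = 20 µM radicicol positive controls; yeast relying on Plasmodium falciparum Hsp90 in place of its own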
PKA-R2B activ: activators of PKA-R2B holoenzyme, primary screen, biochemical, fluorescence polarization, Cy5-IP20, human; PKA-R2B holoenzyme dissociation; R2B truncated from residue 108, S112A mutant; 0% DMSO only, 100% 113 µM cGMP; activation, % at 11.4 µM; 340,000 compounds, 0.079% hits; AID 504700, 2011;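 active = activation above a cutoff set at the mean over all compounds plus 3 SD, cut at about 18% in these data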;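 note: higher means more holoenzyme dissociation and a rise in polarization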
Ecoli viability: E. coli V3065 growth inhibition, primary screen, counter-screen for AddAB inhibitor project, absorbance, OD600 | 18 h | inhibition, % at 11.9 µM | 330,000 compounds, 0.27% hits | AID 449728, 2010;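 active = inhibition above the campaign's mean inhibition across all tested compounds plus 3 SD, cut at about 9.9% in these data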;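 note: uninfected addAB+ strain grown without phage in ampicillin broth; 0% = DMSO wells and 100% = ciprofloxacin 0.95 µg/ml wells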
PKA-R1A act: activators of PKA-R1A holoenzyme, primary screen, biochemical, fluorescence polarization, Cy5-IP20, bovine R1A, mouse PKAc; cAMP-dependent protein kinase type I-alpha regulatory subunit (Bos taurus) + …; activation, % at 11.4 µM; PKA-R1A dissociation; scaled: DMSO 0%, 113 µM cGMP 100%; AID 504707, 2011; 340,000 compounds, 0.083% hits;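 active = percent activation above the mean of all tested compounds plus 3 SD, cut at about 19% in these data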;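 note: higher means more PKAc released from R1A so a rise in polarization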
phage Ecoli inh: growth loss of phage-infected E. coli, primary screen, RecBCD inhibitor project, absorbance, with phage, HTS | AID 651602, 2012 | 360,000 compounds, 0.26% hits | inhibition, % at 11.9 µM; in the data active = inhibition above about 11%
Mot1-301 SUMO: yeast Mot1-301 growth rescue at high temperature, primary screen, SUMOylation pathway inhibitor project, S. cerevisiae, ATP luminescence, 38.5C; 320,000 compounds, 1% hits; growth rescue, % at 18.8 µM; S. cerevisiae Mot1-301 growth rescue; percent above DMSO median, 100 means doubled;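 active = every valid replicate shows activation above 250% relative to neutral control wells; inactive = the rest, any valid replicate at or below 250%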;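 note: OY570 slx delta 5 strain wells were the positive control but not used for scaling; some compounds called inactive have numbers as strong as hits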
The depositor's hits bear a star; ? = inconclusive; / = not tested or not shown; + = active, no number. Rows were taken by chance. About 2.2% of those tested had a hit in this group.

SMILES	MOR-DOR ag	AddAB inh	Tat export inh	OPRM1-OPRD1 inv	HTR5A inv ag	PfHsp90 set2	PKA-R2B activ	Ecoli viability	PKA-R1A act	phage Ecoli inh	Mot1-301 SUMO
Cc1ccccc1C(=O)NCCCCc1ccccc1	-1.6	2.1	5.0	8.3	6.1	-55.6	-5.7	-1.0	0.9	3.4	20.8
COc1cccc(C2(CSc3nnc(-c4cc(OC)c(OC)c(OC)c4)o3)OCCO2)c1	2.0	-0.5	0.8	-11.5	9.2	-3.9	8.4	1.1	-6.5	-0.3	-14.8
CCN1C(=O)[C@H]2[C@H]3CN=C(SCc4ccc(C#N)cc4)N3[C@@](Cc3ccccc3)(C(=O)OC)[C@H]2C1=O	-3.4	-0.6	2.5	16.8	-7.9	-1.4	-4.2	1.8	-10.3	-0.1	/
CC(C)N=C(NC#N)SCc1ccc(Br)cc1	-1.6	-2.7	-7.0	9.4	14.9	3.0	-6.1	-2.8	-1.4	0.8	9.4
Cc1ccc(-n2nc3c(c2NC(=O)c2cccs2)CS(=O)(=O)C3)c(C)c1	-1.7	-0.6	-2.2	9.1	12.2	-124.6	-2.6	-0.3	3.8	2.7	-1.7
CN(C)c1nnnn1-c1ccc(Cl)cc1Cl	-5.2	1.0	5.1	24.4	20.4	0.5	-2.4	-1.5	7.5	2.4	0.2
COC(=O)c1c(C)cc(O)cc1O	-3.5	3.5	3.1	19.1	-29.7	-8.1	-0.9	-3.0	-2.4	1.2	314.5
COc1ccc(Nc2nc(C)cc(C)c2C#N)cc1	-1.4	-1.3	1.2	8.5	-11.7	-10.7	-14.3	-0.6	-5.7	1.7	-19.3
O=C(NCC1CCCO1)c1cccnc1NCc1ccc(F)cc1 (stereo unspecified)	-1.1	-0.9	2.8	5.4	0.5	-27.6	-1.8	-1.5	-8.7	0.5	0.1
O=C(NC(CC(=O)N1CCCC(C(F)(F)F)C1)c1ccccc1)c1ccccc1Cl (stereo unspecified)	-0.4	2.0	7.0	2.5	-19.3	-0.3	-5.3	0.4	3.9	2.3	-27.9
O=c1onc(-c2ccccc2)c2ccccc12	-0.1	4.5	4.1	0.5	0.7	-9.8	-0.4	-1.4	-1.9	2.8	5.5
CCn1c(SCc2ccccc2Cl)nc2nc3c(cc2c1=O)CCCC3	-1.9	/	-0.7	9.7	5.6	8.9	0.9	/	-9.9	4.6	/
O=C1Nc2ccccc2/C1=N\N1CCOCC1	-3.5	-0.1	1.4	17.9	0.5	10.2	-0.2	3.5	-0.3	3.0	-3.6
CCCN(C(=O)c1ccc2c(SCC(=O)O)c3c(nc2c1)CCC3)c1cccc(C)c1	-2.2	0.8	-0.5	11.5	-29.0	-0.1	-12.4	-2.4	-9.8	-1.4	77.1
O=c1[nH]nc(-c2ccc(OCc3ccc(Cl)cc3Cl)cc2)o1	-2.8	1.1	1.8	12.3	10.8	5.4	1.0	1.4	-4.0	-0.9	-0.8
Cc1ccc(CSCC(=O)Nc2ccc(F)cc2)cc1	2.3	3.3	20.5	-12.1	6.8	10.4	0.2	1.0	-1.6	2.4	48.0
Cc1ccc(NC(=S)NC(=O)c2ccc(F)cc2)cc1S(=O)(=O)Nc1ccccc1Cl	0.2	1.0	?	-0.9	-25.6	-2.2	11.4	1.1	8.1	-3.2	-3.2
N=c1oc2ccccc2cc1-c1nc(-c2ccc(Cl)cc2)cs1	-1.9	1.0	-8.5	10.4	-2.6	14.1	-3.5	1.1	-2.1	-0.6	2.2
CCn1cc(C(=O)OCC(=O)c2ccc(Cl)cc2)c(=O)c2ccc(C)nc21	-0.9	-0.1	-3.1	4.2	-5.3	-4.4	2.9	-2.0	-7.0	-1.6	-24.7
COc1ccc(OC)c(NC(=O)CCN2CCCC(C)C2)c1 (stereo unspecified)	7.6	1.8	-20.0	-47.2	-27.9	9.3	3.8	-0.5	-9.2	1.1	-6.2
O=C(CSc1nnnn1-c1ccccc1)Nc1nsc(-c2ccc(Cl)cc2)n1	0.9	4.2	-21.2	-4.0	17.5	11.7	7.3	0.3	-1.7	2.7	-7.5
CC1CN(C(=O)CCC(=O)NC2CCCCC2)c2ccccc2S1 (stereo unspecified)	0.4	3.4	2.0	-2.1	-2.6	1.8	-3.8	0.2	1.6	2.6	-5.8
CCn1c(CCNC(=O)c2cccs2)n[nH]c1=S	-4.6	0.3	-3.9	23.1	-3.0	-46.1	-1.7	0.2	-4.6	4.8	18.1
CN(CC(=O)Nc1ccc(F)cc1)C(=O)COc1ncnc2ccccc12	-3.0	3.0	3.7	15.4	-4.4	-0.2	-7.8	1.7	7.2	1.7	-7.2
Cc1cc(C)cc(NC(=O)CSc2nc(=O)n3cc(C)ccc3n2)c1	-1.9	-0.2	0.0	11.9	1.2	/	-7.8	2.8	-2.9	2.7	11.0

Sorted by count of non-hydrogen atoms (high to low): 3 of the compounds above.
SMILES	MOR-DOR ag	AddAB inh	Tat export inh	OPRM1-OPRD1 inv	HTR5A inv ag	PfHsp90 set2	PKA-R2B activ	Ecoli viability	PKA-R1A act	phage Ecoli inh	Mot1-301 SUMO
Cc1ccc(-n2nc3c(c2NC(=O)c2cccs2)CS(=O)(=O)C3)c(C)c1	-1.7	-0.6	-2.2	9.1	12.2	-124.6	-2.6	-0.3	3.8	2.7	-1.7
Cc1ccc(CSCC(=O)Nc2ccc(F)cc2)cc1	2.3	3.3	20.5	-12.1	6.8	10.4	0.2	1.0	-1.6	2.4	48.0
CC(C)N=C(NC#N)SCc1ccc(Br)cc1	-1.6	-2.7	-7.0	9.4	14.9	3.0	-6.1	-2.8	-1.4	0.8	9.4

Remaining list, next part.
SMILES	MOR-DOR ag	AddAB inh	Tat export inh	OPRM1-OPRD1 inv	HTR5A inv ag	PfHsp90 set2	PKA-R2B activ	Ecoli viability	PKA-R1A act	phage Ecoli inh	Mot1-301 SUMO
CCOC(=O)C1CCN(C(=O)c2cc(S(=O)(=O)N3CCOCC3)c(Cl)cc2Cl)CC1	-2.1	-0.7	8.7	11.9	8.0	-3.3	-10.5	0.2	7.2	0.5	285.2*
Cc1c(NC(=O)CSc2ccc(Cl)cc2)cccc1-c1nc2cc(Cl)ccc2o1	-1.2	1.3	-7.4	7.6	-6.8	1.2	-2.3	0.4	-13.1	3.2	-19.4
CCCCS(=O)(=O)N1CN(S(=O)(=O)CCCC)C2NC(=O)NC21 (stereo unspecified)	-1.2	3.1	7.9	6.9	-9.8	/	-0.1	-1.7	10.8	3.6	-9.4
CCOc1ccc(CN2CCNC(=O)C2CC(=O)N(C)Cc2nonc2C)cc1 (stereo unspecified)	-1.9	0.0	8.0	10.9	7.3	-17.9	2.0	-0.5	0.0	0.9	1.1
CC1Cc2ccccc2N1C(=O)CSc1nnnn1C(C)C (stereo unspecified)	-2.3	-2.5	6.6	12.6	-2.4	-0.2	-14.3	3.6	-3.9	1.2	/
COc1ccccc1NS(=O)(=O)c1cc(NC(=S)Nc2cc(C)cc(C)c2)ccc1Cl	6.1	3.2	-19.5	-32.5	11.0	1.7	-1.7	-0.3	-3.2	3.1	-2.2
COc1cccc(N2CCN(c3ccc4nnc(CCC(=O)Nc5ccccc5OC)n4n3)CC2)c1	-2.1	5.1	5.7	10.8	0.6	17.5	9.0	-0.6	-0.3	0.5	2.0
c1ccc(-c2noc(-c3ccc4c(c3)OCO4)n2)cc1	-1.8	1.8	8.2	9.0	18.6	-23.7	-2.7	-1.8	-8.3	5.3	-0.7
CCC(C)NS(=O)(=O)c1ccc(OCC(=O)N2CCC(C)CC2)cc1 (stereo unspecified)	-0.2	1.0	0.5	1.2	-8.8	-42.3	-2.3	0.3	-3.4	1.2	12.4
CC(C)C[C@H](NC(=O)c1nc[nH]c1C(=O)NCC(=O)OCc1ccccc1)C(=O)OCc1ccccc1	6.9	-1.8	11.1	-40.0	-18.5	-3.0	-5.3	-2.8	-10.3	-0.6	23.6
CSCCC(N=C(NS(=O)(=O)c1ccc(C)cc1)c1ccccc1)C(=O)O (stereo unspecified)	-1.3	1.1	-1.8	6.8	-3.2	-1.7	-7.5	-3.7	3.7	2.3	-8.9
COc1ccc(C2CC(c3ccc(Cl)cc3)=NN2C(C)=O)cc1 (stereo unspecified)	0.5	-0.9	8.4	-2.3	-25.9	-22.0	6.3	-1.2	-5.1	0.4	14.4
COc1ccccc1-c1nc(C(N)=O)c2[nH]c(=O)n(-c3cccc(C)c3)c2n1	-3.1	1.6	8.7	17.6	-6.6	-3.2	-10.0	1.3	-7.8	4.0	-20.5
COc1cc(CSc2ncn[nH]2)c(OC)cc1CSc1ncn[nH]1	-1.4	0.7	-7.1	6.4	-15.0	/	4.0	0.0	6.8	1.3	-20.0
O=C(NC1CCCC1)C1CCCN(C(=O)Nc2ccccc2)C1 (stereo unspecified)	-1.7	1.2	6.2	10.7	-10.6	-10.7	0.5	2.3	-3.2	0.8	-23.1
O=C(Nc1cc2c(cc1C(=O)O)OCCCO2)c1ccc(C(F)(F)F)cc1	-1.4	-0.2	-3.9	9.0	-21.4	13.2	-4.8	2.3	1.6	1.2	-3.5
COc1ccc(N(CC(O)CN2C(=O)NC(C)(C)C2=O)S(=O)(=O)c2ccc(C)cc2)cc1 (stereo unspecified)	-2.5	4.3	-4.3	12.6	3.4	-28.6	-0.1	-1.8	-1.7	3.7	-32.3
CCCCS/C(N)=N/N=C/c1ccccc1O	1.3	3.5	2.5	-7.7	-20.3	25.2	-2.2	1.9	-2.6	2.8	-15.1
CC(C)CCC(C)NC(=O)C1CCN(S(=O)(=O)/C=C/c2ccccc2)CC1 (stereo unspecified)	-1.4	4.8	-2.6	9.3	-8.0	-8.2	-0.9	-0.2	-10.8	5.1	-22.0
O=C(/C=C/c1ccco1)NCCc1ccccc1	-2.9	3.9	-6.6	15.7	-12.3	17.3	7.3	-0.2	-6.1	2.9	8.9
COc1cccc(OC)c1OCC(O)CN1CCN(c2ccccc2)CC1 (stereo unspecified)	-1.1	1.5	-2.0	6.5	-19.9	-16.2	-6.8	-0.9	-7.1	2.1	+
O=C(c1cc2cc(Br)ccc2[nH]1)N1CCc2ccccc21	1.0	/	-2.2	-5.8	9.4	-3.6	-3.9	/	-6.7	-0.5	10.8
CCOc1ccc(NC(=O)c2cc(OC)nc3ccccc23)cc1	-0.7	1.1	-3.1	4.0	-46.3	-24.5	-9.2	-3.3	-2.6	0.1	-1.3
COc1cccc(CN2CC(C(=O)NCCc3ccc(C)o3)CCC2=O)c1 (stereo unspecified)	0.3	/	4.3	-1.2	6.7	-2.8	1.3	/	-0.3	2.0	8.2

Bioassay records (PubChem BioAssay)
